Source: PubChem
PLAP inhibitors HTS: PLAP enzyme inhibitors, biochemical, luminescence, HTS (AID 690). purified PLAP, luminescent substrate; higher % means a stronger effect. one-dose inhibition, % at 20 µM; IC50 in µM for titrated hits. hit rate 0.08% among 96,000; in the data active means a potency from the dose series; inactive means the rest, 99 in 100 with inhibition below about 30%; further: strong numbers were not always called active
MRP reversal: reverses drug resistance mediated by MRP; differential viability (reversal), % at 10 µM; hit rate 0.04% among 85,000; H69AR cells + 2 uM doxorubicin, CellTiter-Glo, 72 h;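 active means viability drop by adding the cancer drug above about 55%, with treated viability meeting a 40% cutoff, limit read from the data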;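 further: viability without doxorubicin minus viability with 2 µM doxorubicin for each compound; larger differential means the compound sensitizes cells more to doxorubicin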
NFkB transloc inh: blocks IL-1B driven NFkB nuclear translocation in HUVEC cells | inhibition, % at 2 µM | AID 796 | hit rate 0.43% among 94,000 | HUVEC IL-1B NFkB p65 nuclear translocation imaging;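 active means inhibition above about 30% together with a positive call from visual inspection of the well image, limit read from the data; inconclusive means inhibition above a set limit but visual check negative; inactive means inhibition not above a set limit, visual check negative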;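 further: nuclear over cytoplasmic p65 intensity ratio measured by imaging; 0% = IL-1B stimulated DMSO wells and 100% = unstimulated DMSO wells; values of inactives mirror those of a sister screen read the other way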
Bcl-B displacement: displacers of TR3 peptide from Bcl-B, primary screen, selectivity assay for Bfl-1 inhibitor project, biochemical, fluorescence polarization | hit rate 0.11% among 96,000 | FP displacement of FITC-TR3 peptide from Bcl-B; higher % means a stronger effect | displacement, % at 20 µM; hits with a dose series show IC50 in µM;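 active means displacement above 50% at 20 µM plus a fluorescence interference ratio under 1.5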;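 further: plate controls were wells without compound for no effect and wells lacking Bcl-B protein for full effect; a part of the inactive calls stands beside numbers as strong as those of hits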
IL1B NFkB pot: enhances IL-1B driven NFkB nuclear translocation | activation, % at 2 µM | hit rate 0.3% among 94,000 | AID 819 | HUVEC IL-1B NFkB p65 nuclear translocation imaging;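 active means activation above 40%, about the mean plus 3 SD, also judged a hit on visual image review; inconclusive means activation above 40% but not a hit on visual review; inactive means activation not above 40% and no visual hit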;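 further: percent activation is computed from the nuclear over cytoplasmic p65 intensity ratio; values of inactives mirror those of a sister screen read the other way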
MRP reversal cytotoxicity: recorded beside MRP reversal, whose call it bears; viability, %; H69AR cells, CellTiter-Glo, 72 h; measured here: cytotoxicity without doxorubicin
MRP reversal with doxorubicin: also measured in MRP reversal; calls as there; viability, %; measured here: viability with 2 uM doxorubicin; stronger effect = lower value
NFkB transloc inh cell count 2 µM: further read-out of NFkB transloc inh, marked with its call; cell count; measured here: cells passing quality filter;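 raw number of nuclei counted in each imaged well without normalization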
IL1B NFkB pot cell count 2 µM: further read-out of IL1B NFkB pot, marked with its call; cell count; measured here: cells passing quality filter
Active calls of the source: *; ? = inconclusive; nt = no result given.

SMILES	PLAP inhibitors HTS	MRP reversal	MRP reversal cytotoxicity	MRP reversal with doxorubicin	NFkB transloc inh	NFkB transloc inh cell count 2 µM	Bcl-B displacement	IL1B NFkB pot	IL1B NFkB pot cell count 2 µM
Cc1cc(NCCCCO)n2c(nc3ccccc32)c1C#N	-16%	4	63	59	7	152	5%	-7	152
CCN(Cc1ccccc1)C(c1ccc(C)cc1)c1nnnn1C(C)(C)C (configuration not stated)	-11%	14	89	75	-18	196	-15%	18	196
CCCc1cc(=O)[nH]c(SCc2cccnc2)n1	nt	-11	82	92	24	101	nt	-24	101
COc1cccc(CN2C(=O)N(C(C)C)C(N(O)C(=O)NC(C)C)C2(C)C)c1OC (configuration not stated)	-28%	9	91	82	-15	142	-2%	15	142
O=S(=O)(c1cccc(-c2nnc(SC(F)F)n2-c2ccccc2)c1)N1CCCCC1	-50%	19	82	63	nt	nt	-4%	nt	nt
CCN(c1ccccc1)S(=O)(=O)c1ccc2[nH]cc(C(=O)N3CCOCC3)c(=O)c2c1	-28%	2	94	93	-19	140	9%	19	140
Cn1c2c(c(=O)n(C)c1=O)C1(C(=O)Nc3ccccc31)C(C#N)=C(N)O2 (configuration not stated)	-1%	nt	nt	nt	3	178	-8%	-3	178
O=C(N/N=C/C(Br)=C/c1ccccc1)c1n[nH]c2c1CCC2	-49%	-27	2	29	40*	64*	-2%	-41	51
CCOC(=O)CSc1nnc(CNC(=O)c2cc(OCC)c(OCC)c(OCC)c2)n1C	-17%	0	101	100	-16	202	3%	16	202
Cc1ccc(Cc2cnc(NC(=O)/C(C#N)=C/c3ccc(-c4ccc([N+](=O)[O-])cc4)o3)s2)cc1	6%	nt	nt	nt	-2	177	-11%	2	177
O=C(CCC(=O)OCCCC(F)(F)C(F)(F)F)NC1CCCCC1	15%	4	95	92	-4	185	-2%	4	185
CCOC(=O)C1C(=O)NC(N2CCN(Cc3ccccc3)CC2)=NC1c1ccco1 (configuration not stated)	-56%	0	96	96	-10	79	8%	10	79
Cc1ccc(-c2csc(N)n2)s1	3%	2	79	78	4	132	-3%	-4	132
COc1ccc(NC(=O)c2oc3ccccc3c2NC(=O)c2ccco2)c(OC)c1	-1%	-14	56	70	-24	110	-12%	24	110
CC(C)c1ccc(OCC(O)CN2CCN(c3ccccc3)CC2)cc1 (configuration not stated)	-68%	7	97	90	6	137	1%	-6	137
O=c1c2ccccc2nnn1CSc1nnc(C2COc3ccccc3O2)n1-c1ccccc1 (configuration not stated)	-43%	3	80	77	nt	nt	-1%	nt	nt
O=C(NC1CCCCCC1)c1cccc(COCC(F)(F)F)c1	nt	8	90	82	19	80	nt	-19	80
CC1(C)SC(=S)N(/N=C/c2ccccc2)C1N(O)C(=O)Nc1ccc([N+](=O)[O-])cc1 (configuration not stated)	-4%	-10	37	48	4	160	0%	-4	160
CCOc1ccc(C2N(c3ccc(OC)cc3)C(=O)C3CCCN32)cc1OC (configuration not stated)	-58%	-1	87	88	-3	167	0%	3	167
CC(C)(C)C(=O)/C=C/Nc1ccccc1O	14%	-24	42	67	-11	170	-2%	11	170
Cc1ccc(NC(=O)C(C)c2cccc(C(=O)c3ccccc3)c2)cc1 (configuration not stated)	27%	nt	nt	nt	1	132	-15%	-1	132
COC(=O)c1cc(=O)nc2sc3cc(OC)ccc3n12	nt	3	96	93	-48	118	nt	?	nt
CCN(CC)CCNC(=O)Cn1c(-c2ccccn2)nc2ccccc21	-36%	4	113	109	-6	65	43%	6	65
CCOc1cc(NC(=S)Nc2ccccc2OC)c(OCC)cc1NC(=O)c1ccccc1C	-12%	nt	nt	nt	-1	165	0%	-3	136
C=CCn1cc(C(=O)NCc2cccnc2)c(=O)c2cc(S(=O)(=O)N(CC)CC)ccc21	-60%	17	83	66	-3	70	11%	3	70
CC(C)OC(=O)CC(=O)CSc1nc2c(cc1C#N)CCCCC2	1%	22	105	83	1	156	-3%	-1	156
O=C(NCc1cccnc1)c1cccc(S(=O)(=O)N2CCOCC2)c1	7%	13	95	81	5	137	7%	-5	137
COc1ccc(-c2cc(C(F)(F)F)nc(N3CCN(C)CC3)n2)cc1	-26%	-18	57	75	-28	115	-4%	28	115
CCCCOc1ccc(C2C3CN(C(=O)OCC)CC=C3C(C#N)=C(N)C2(C#N)C#N)cc1OC (configuration not stated)	-24%	nt	nt	nt	-10	165	9%	10	165
O=C1c2ccccc2C(=O)N1C/C=C/CN1C(=O)c2ccccc2C1=O	15%	-5	89	94	-6	177	-4%	6	177
CC12CC(c3ccccc3O1)C(C(=O)N1CCOCC1)C(=O)N2 (configuration not stated)	4%	-14	94	108	8	98	-1%	-8	98
COCCNC(=O)CN(C(=O)CCC(=O)Nc1ccccn1)c1ccc(F)c(Cl)c1	-18%	18	105	87	8	99	-16%	-8	99
CCCCOc1ccc(NC(=O)C2CC=CCC2C(=O)O)cc1 (configuration not stated)	9%	-2	85	87	12	75	-16%	-12	75
CC(C)c1ccc(NC(=O)N2CCC(c3nc4ccccc4o3)CC2)cc1	17%	3	78	76	7	192	4%	-7	192
Cc1nc(Cl)c(C(=O)NC(=O)Nc2cccc(C(F)(F)F)c2)c(C)c1[N+](=O)[O-]	nt	-9	7	15	-11	134	nt	11	134
CCOC(=O)/C(C#N)=C1/CCCCCN1C	6%	-13	76	89	-9	74	0%	9	74
CNC(=O)c1cc2c(=O)n3cc(C)ccc3nc2n(Cc2ccco2)c1=N	-32%	0	90	90	nt	nt	45%	nt	nt
CSCCC(NC(=O)c1ccccc1)C(=O)NC1CCCC1 (configuration not stated)	6%	nt	nt	nt	-10	137	-1%	10	137
Cc1cc(C(=O)Nc2ccc3c(c2)OCO3)cs1	23%	10	91	80	-13	148	-8%	13	148
Cc1ccc(-n2nc(C)c(C3C(C#N)=C(N)OC4=C3C(=O)CCC4)c2Cl)cc1 (configuration not stated)	-19%	-30	51	81	nt	nt	-12%	nt	nt
Cc1ccc2[nH]cc(C(=O)CN3CCN(c4ccccn4)CC3)c2c1	-30%	9	89	81	-21	115	-36%	21	115
COc1ccc2nc(Sc3c([N+](=O)[O-])nc(C)n3Cc3ccccc3)[nH]c2c1	-38%	nt	nt	nt	-6	171	0%	6	171
COc1ccc(Nc2nc(C)cc(C)c2C#N)cc1OC	10%	-9	89	98	-6	187	-8%	6	187
COc1ccc(C2C(C#N)=C(C)NC3=C2C(=O)c2ccccc23)cc1 (configuration not stated)	-5%	-9	95	104	nt	nt	1%	nt	nt
COc1ccccc1S(=O)(=O)Cc1ccc(C(=O)N2CCN(c3cccc(Cl)c3)CC2)o1	-74%	-54	9	64	-4	217	16%	4	217

Compounds listed so far that have a Cl atom:
SMILES	PLAP inhibitors HTS	MRP reversal	MRP reversal cytotoxicity	MRP reversal with doxorubicin	NFkB transloc inh	NFkB transloc inh cell count 2 µM	Bcl-B displacement	IL1B NFkB pot	IL1B NFkB pot cell count 2 µM
COCCNC(=O)CN(C(=O)CCC(=O)Nc1ccccn1)c1ccc(F)c(Cl)c1	-18%	18	105	87	8	99	-16%	-8	99
Cc1nc(Cl)c(C(=O)NC(=O)Nc2cccc(C(F)(F)F)c2)c(C)c1[N+](=O)[O-]	nt	-9	7	15	-11	134	nt	11	134
Cc1ccc(-n2nc(C)c(C3C(C#N)=C(N)OC4=C3C(=O)CCC4)c2Cl)cc1 (configuration not stated)	-19%	-30	51	81	nt	nt	-12%	nt	nt
COc1ccccc1S(=O)(=O)Cc1ccc(C(=O)N2CCN(c3cccc(Cl)c3)CC2)o1	-74%	-54	9	64	-4	217	16%	4	217

Other records follow.
SMILES	PLAP inhibitors HTS	MRP reversal	MRP reversal cytotoxicity	MRP reversal with doxorubicin	NFkB transloc inh	NFkB transloc inh cell count 2 µM	Bcl-B displacement	IL1B NFkB pot	IL1B NFkB pot cell count 2 µM
CCCn1c2ccccc2c2nnc(SCC(=O)OC)nc21	10%	1	91	90	-15	144	-23%	15	144
Cc1ccc(S(=O)(=O)NC(C)(C)CSc2nncn2C)cc1	15%	-1	86	87	4	131	0%	-4	131
CCN(CC)CCn1c(=S)[nH]c2ncccc2c1=O	-7%	12	101	89	-14	62	1%	14	62
O=C([C@H](Cc1ccccc1)NS(=O)(=O)c1ccc(Cl)cc1)N1CC[C@@]2(O)CCCC[C@H]2C1	-34%	-18	46	64	13	170	3%	-13	170
CCOC(=O)c1sc(=N)n(-c2ccc(OC)cc2)c1C	12%	-4	80	84	-13	129	-1%	13	129
COc1cccc(C(=O)N2CCN=C2SCc2cccnc2)c1OC	-40%	-3	98	101	13	167	3%	-13	167
O=C1CCc2cc(S(=O)(=O)N3CCCC3C(=O)NC3CCCCCCC3)ccc2N1 (configuration not stated)	-53%	-9	91	100	-29	206	4%	29	206
Cc1ccc(SC(C)c2nc(-c3cccnc3)no2)cc1 (configuration not stated)	-70%	5	89	84	7	114	-1%	-7	114
Cn1c(SC2CCCCC2=O)nnc1-c1ccncc1 (configuration not stated)	-16%	-7	86	93	-22	144	2%	22	144
CC(C)Cn1cc(C(=O)NCCCN2CCCC2=O)c2c3ccccc3n(C)c2c1=O	-22%	0	85	86	nt	nt	-6%	nt	nt
O=C(COc1ccccc1)NC(Cc1c[nH]c2ccccc12)C(=O)O (configuration not stated)	-59%	-2	92	94	-8	126	21%	8	126
COc1ccc(OC(C)C(=O)NC2CC(C)(C)NC(C)(C)C2)cc1 (configuration not stated)	3%	20	101	81	-5	162	-6%	5	162
COc1ccc(-n2c(SCC(=O)NCC3CCCO3)nc3n[nH]c(C)c3c2=N)cc1 (configuration not stated)	-51%	nt	nt	nt	12	168	8%	-12	168
CC(C)(C)C(=O)NC(=S)NCCc1ccccc1	14%	nt	nt	nt	2	136	0%	-2	136
CCOC(=O)C1=C(C)NC(SCC(=O)Nc2cc(C)on2)=C(C#N)C1c1cccs1 (configuration not stated)	11%	-22	63	85	-2	121	6%	2	121
COC(=O)c1cc(C(=O)OC)cc(S(=O)(=O)Nc2ccc(Cl)c(N)c2)c1	17%	13	99	86	-7	176	6%	7	176
O=C1c2ccccc2C(=O)N1CCc1nc(-c2ccc(Cl)cc2)no1	5%	3	99	95	-7	118	6%	7	118
Nc1c(-c2ccccc2)cnn1C1CCS(=O)(=O)C1 (configuration not stated)	21%	7	101	94	-4	175	-19%	3	175
O=C(Cn1ncc2c(=O)oc3ccccc3c21)NCC1COc2ccccc2O1 (configuration not stated)	5%	3	88	85	0	134	7%	0	134
Cc1nc2ccc3nc(NC(=O)c4ccc(S(=O)(=O)N5CCOCC5)cc4)sc3c2s1	-40%	nt	nt	nt	16	128	-41%	-16	128
CN(C)c1cc(-c2ccccc2)nc(N)n1	0%	-18	40	57	-11	144	4%	11	144
O=C(Cn1nnc(-c2cccc(C(F)(F)F)c2)n1)NC(=O)NCc1ccco1	18%	23	91	67	-20	167	-11%	20	167
CCOC(=O)C1=C(C)N=C2c3ccccc3C(=O)C2C1c1ccc(Cl)cc1 (configuration not stated)	3%	nt	nt	nt	-6	119	-6%	6	119
CCOC(CCNC(=O)c1cn(-c2cccc(C)n2)cn1)OCC	-2%	nt	nt	nt	4	143	-10%	-4	143
CCOc1cccc(CNn2cnnc2)c1OCc1ccccc1	0%	12	97	85	-4	154	8%	3	154
CC(=O)Nc1cn(C(C)=O)c(C)n1	12%	2	109	107	nt	nt	-1%	nt	nt
Cc1ccc(/C(O)=C2\C(=O)C(=O)N(CC(C)O)C2c2ccc(N(C)C)cc2)cc1 (configuration not stated)	-18%	1	92	91	6	163	-7%	-6	163
Brc1cccc(-c2nnc3n2CCCCC3)c1	-3%	0	89	89	8	173	-4%	-8	173
Cn1c(CN2CCCC2)nc2cc(NS(=O)(=O)c3ccc(Cl)cc3)ccc21	-41%	-2	72	74	10	197	0%	-10	197

A portion of the library. The share of hits here may be higher or lower than overall.
